DENV2 CPE rescue = DENV2-induced cell death inhibition; DENV2-infected cells, cytopathic effect rescue, plate reader; CPE inhibition, % at 9.99 µM; hit rate 1.7% among 350,000; AID 651640; in the data active = CPE inhibition above about 20%, passing the limit was not always enough; inconclusive = no clear call, values can overlap the other calls; tested in BHK-21 cells;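 also: 0% = median of neutral control wells and 100% = median of positive control wells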
ERp5 block = inhibitors of human ERp5 | AID 651711 | hit rate 0.05% among 350,000 | inhibition, % at 9.99 µM | ERp5 insulin aggregation, absorbance 650 nm, 90 min | Q15084;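 active = mean replicate inhibition above about 25%, with every replicate also reaching it, limit read from the data, passing the limit was not always enough; inconclusive = only one of those two criteria met; inactive = neither criterion met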
C2C12 statin = suppression of simvastatin myotoxicity; AID 602340; C2C12 myotubes + simvastatin, ATP luminescence, 48 h; scaled: DMSO 0, geranylgeraniol control 100; rescue of ATP level, % at 7.49 µM; hit rate 0.78% among 330,000;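 active = mean ATP rescue above about 67%, or every replicate alone reaching that limit, limit read from the data, passing the limit was not always enough; inconclusive = no clear call, values can overlap the other calls; inactive = mean under the limit and some replicate under it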;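 also: myotubes were challenged with 10 µM simvastatin during compound exposure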
SIRT5 block = blocks human SIRT5 desuccinylation of peptide; Q9NXA8; Purified SirT5, succinyl-peptide AMC, trypsin-coupled fluorescence; inhibition, % at 15 µM; hit rate 1.1% among 330,000; in the data active = inhibition above about 15%; inconclusive = no clear call, values can overlap the other calls
Target sequence (Q9NXA8 whole entry, looked up): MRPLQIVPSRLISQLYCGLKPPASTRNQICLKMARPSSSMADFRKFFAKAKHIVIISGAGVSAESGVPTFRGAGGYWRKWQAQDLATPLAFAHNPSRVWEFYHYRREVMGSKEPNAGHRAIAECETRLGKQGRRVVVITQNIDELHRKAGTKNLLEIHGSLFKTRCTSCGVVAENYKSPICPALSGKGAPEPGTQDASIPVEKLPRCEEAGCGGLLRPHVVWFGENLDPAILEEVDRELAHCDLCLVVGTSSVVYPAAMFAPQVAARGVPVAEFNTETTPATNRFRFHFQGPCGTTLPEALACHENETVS
PglD DTNB = PglD (C. jejuni) enzyme inhibition | purified PglD enzyme, DTNB colorimetric CoA detection | inhibition, % at 12.5 µM | hit rate 0.098% among 360,000 | AID 602405; in the data active = inhibition above about 16%, passing the limit was not always enough; inconclusive = no clear call, values can overlap the other calls; also: strong numbers were not always called active
S100A4 MyoIIA = S100A4-myosin IIA interaction inhibition | hit rate 0.14% among 360,000 | AID 652163 | inhibition, % at 10.7 µM | P26447 | S100A4/TAMRA-MyoIIA peptide fluorescence polarization;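 active = mean inhibition of at least 70% across replicates, with every replicate also reaching that level; inconclusive = mean inhibition reaches 70% but some replicates fall short; inactive = mean inhibition below 70%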
Target sequence (P26447 whole entry, looked up): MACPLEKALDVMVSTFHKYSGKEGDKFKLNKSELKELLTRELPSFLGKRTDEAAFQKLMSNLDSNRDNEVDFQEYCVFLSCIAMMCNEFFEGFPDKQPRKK
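Material: S100A4 monomer protein | Medium: HEPES pH 7.2 with CaCl2, KCl, NaCl, DTT, Triton | Reagent: Labelled myosin peptide probe, 5 nM | Doses: One dose per compound | Times: 5 min incubation before reading | Benchmarks: Neutral control DMSO, positive control TFP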
E-selectin induc = E-selectin induction on HUVECs. HUVEC E-selectin immunofluorescence imaging; normalized: neutral wells 0, TNF-alpha wells 100. P16581. activation, % at 7.58 µM. hit rate 0.37% among 260,000;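 active = mean E-selectin-positive cell signal at least 10% of the positive control, reached in at least 60% of replicates, without over 20% cell loss; inconclusive = no rule given, readout overlaps actives, possibly toxicity-flagged; inactive = the rest, including those meeting only one limit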;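 also: in these data hits start at about 27%; measured in HUVEC primary endothelial cells; signal is the percent of cells scored E-selectin positive by PE staining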
Target sequence (P16581 whole entry, looked up): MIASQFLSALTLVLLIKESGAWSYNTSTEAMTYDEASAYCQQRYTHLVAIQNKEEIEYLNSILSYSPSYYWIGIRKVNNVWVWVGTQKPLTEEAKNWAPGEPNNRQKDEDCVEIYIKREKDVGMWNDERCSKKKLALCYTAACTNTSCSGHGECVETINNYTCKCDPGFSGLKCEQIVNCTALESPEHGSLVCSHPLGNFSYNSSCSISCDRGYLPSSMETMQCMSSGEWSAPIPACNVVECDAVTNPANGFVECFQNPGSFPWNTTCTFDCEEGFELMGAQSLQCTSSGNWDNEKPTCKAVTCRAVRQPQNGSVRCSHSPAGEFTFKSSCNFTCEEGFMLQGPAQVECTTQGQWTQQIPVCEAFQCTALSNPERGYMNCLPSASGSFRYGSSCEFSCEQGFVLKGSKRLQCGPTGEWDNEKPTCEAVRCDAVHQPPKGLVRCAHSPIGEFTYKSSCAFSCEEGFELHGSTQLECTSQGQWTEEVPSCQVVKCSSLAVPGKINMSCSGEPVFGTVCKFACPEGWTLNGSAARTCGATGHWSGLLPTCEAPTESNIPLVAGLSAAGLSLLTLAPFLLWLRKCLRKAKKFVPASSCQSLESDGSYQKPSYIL
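Assay system: HUVEC, human umbilical vein endothelial cells / Amount: 3,000 HUVEC/well / Controls: TNF-alpha positive control, DMSO neutral control / Compound dosing: single concentration / Medium: EGM-2 over gelatin coat / Evaluation: percent E-selectin-positive cells / Signal: immunofluorescence imaging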
Starred values were filed as active, the others as inactive; ? = inconclusive; . = no result given; & = joins results of further samples. These rows are one share of the data, so the mix of outcomes need not match the whole.

compound | ERp5 block | SIRT5 block | C2C12 statin | DENV2 CPE rescue | E-selectin induc | PglD DTNB | S100A4 MyoIIA
CCCN(CCC)S(=O)(=O)c1ccc(C(=O)NNC(=O)c2cc(OC)c(OC)c(OC)c2)cc1 | -0.6 | 2.3 | -9.5 | -2.7 | -0.3 | -2.5 | 0.0
O=c1[nH]ncc(NCCc2ccccc2)c1Cl | 3.2 | 9.1 | . | 13.5 | 4.3 | . | 0.1
COc1ccc(OC)c(NC(=O)CCn2ccnc2)c1 | 0.2 | -2.2 | 2.8 | -8.0 | 0.0 | -4.7 | -12.4
COc1ccc(NC(=O)CSc2nnnn2-c2ccccc2OC)c(OC)c1 | -0.3 | -2.2 | -0.1 | -1.6 | 0.0 | -3.3 | -18.3
CCCCCCNC(=O)O[C@H]1C[C@H](C(=O)OC)[C@H](C(=O)OC)C2CN(S(=O)(=O)c3ccc(C)cc3)C[C@@]21O (stereo partly drawn) | -5.3 | -3.7 | -10.6 | 2.0 | 0.0 | -0.9 | 1.0
Cc1ccc(CN(C)C(=O)CN2C(=O)NC3(CCCc4ccccc43)C2=O)c(C)c1 (stereo not drawn) | -4.4 | 1.9 | 9.5 | -8.1 | ? | 0.6 | 0.8
Cc1noc(C)c1NC(=O)N(C)C[C@H]1Oc2ncc(C#CCC(C)C)cc2C(=O)N([C@@H](C)CO)C[C@H]1C | -8.2 | 1.1 | -6.6 | 6.4 | -0.1 | 0.6 | 3.6
COCCNC(=O)C(OC(=O)c1nsc(Cl)c1Cl)C(C)C (stereo not drawn) | -43.9 | -3.0 | -4.1 | 5.5 | . | . | 1.5
CCOC(=O)c1c(NC(=O)CSc2nnc(-c3ccc(Cl)cc3)o2)sc2c1CCC2 | 5.6 | -3.4 | . | 4.8 | . | . | -0.3
Cc1ccc(S(=O)(=O)Nc2ccc3c(c2)C(=O)N([C@@H](C)CO)C[C@@H](C)[C@H](CN(C)C(=O)Nc2ccccc2)O3)cc1 | -6.8 | 1.8 | 35.5 | ? | 2.7 | 3.1 | 62.7
CC(C)COC(=O)N(C)C[C@@H]1OCc2cnnn2CCCC(=O)N([C@H](C)CO)C[C@@H]1C | 7.9&2.8&-0.8 | -4.7&-2.2&12.1 | 0.6&-14.2&3.4 | -2.6&-1.7&-4.3 | 0.0&0.0 | -4.2&-1.2&-0.7 | -0.6&8.3&-33.6
COc1ccc(NS(=O)(=O)c2cc(NC(=O)COc3ccc(OC)cc3)ccc2N2CCOCC2)cc1 | 10.8 | -1.7 | 12.5 | 12.6 | . | -0.1 | 3.0
Cc1ccc(S(=O)(=O)N(C)C[C@@H]2Oc3ccc(NC(=O)Nc4ccc(C(F)(F)F)cc4)cc3C(=O)N([C@H](C)CO)C[C@@H]2C)cc1 | -4.3 | 8.9 | -91.7 | 0.7 | -0.6 | -5.0 | -17.6
Nc1nc2n(n1)C(c1cccc(Br)c1)CC(c1ccc(F)cc1)N2 (stereo not drawn) | 4.1 | -2.8 | 9.6 | 2.8 | -0.1 | -3.3 | 0.0
COc1ccc(NC(=O)C2CCCNC2=O)cc1 (stereo not drawn) | 4.8 | -0.5 | 21.7 | 2.4 | -0.1 | -6.7 | 2.2
Cc1cccc(CCNC(=O)c2cc(S(=O)(=O)N3CCOCC3)cn2C)c1 | 7.0 | 0.1 | -2.4 | 2.8 | . | -0.7 | -2.8
O=C(C[C@H]1C/C=C\C[C@H](Cc2ccc(F)cc2)C(=O)O[C@@H](c2ccccc2)CNC1=O)N[C@H](CO)Cc1ccccc1 | -2.0 | . | -10.2 | -9.5 | -0.1 | 0.2 | 17.9
COc1cccc(-c2ccc([C@H]3[C@@H](CO)N4CCCCN(CC5CCOCC5)C[C@@H]34)cc2)c1 | -3.1 | 3.1 | . | 1.6 | . | 1.0 | -2.9
N#C/C(=C\c1ccc2c(c1)OCO2)C(=O)NCc1ccco1 | 3.8 | 7.2 | . | -1.8 | . | . | 7.3
CC1(c2nnc(-c3ccccc3)o2)CC(c2cccc(Cl)c2)=NO1 (stereo not drawn) | 4.1 | . | 8.0 | -4.4 | 0.1 | -0.3 | 1.7
CSCC[C@H](NC(=O)c1ccc2ccccc2c1)C(=O)N1CCC2(CC1)NCCc1[nH]cnc12 | 4.5 | -1.1 | -2.1 | 3.8 | . | -5.3 | -4.7
Cc1cc(C(F)(F)F)nn1CC(=O)NCc1cccs1 | 1.9 | 2.5 | . | 10.3 | . | . | 4.0
CC(=O)NC[C@H]1[C@@H](c2ccccc2)[C@@H](CO)N1C(=O)Cc1cccnc1 | -1.1 | -3.7 | -11.4 | -13.9 | 0.2 | 0.0 | 2.8
COC(=O)c1ccccc1S(=O)(=O)N1CCn2cccc2C1C (stereo not drawn) | 3.0 | -0.4 | 11.6 | -1.1 | -0.1 | -3.3 | 1.9
CCc1cc2c(=O)c(-c3nc4ccccc4n3C)coc2c(CN2CCC(C)CC2)c1O | 2.5 | 2.7 | 1.4 | -1.2 | 1.0 | 1.1 | 10.8
CC1CCC(=NNc2ccc(C(F)(F)F)cc2[N+](=O)[O-])CC1 (stereo not drawn) | -1.7 | -3.2 | 5.3 | 2.5 | . | -3.4 | 3.0
O=C(C[C@@H]1CC[C@H](NC(=O)C2CCC2)[C@@H](CO)O1)NC1CCCCC1 | -0.9 | 2.9 | 0.7 | 0.7 | -0.4 | 2.2 | 9.3
COc1cc(S(=O)(=O)N2CCN(c3ccccn3)CC2)ccc1Br | 3.8 | 3.5 | 32.8 | -6.4 | . | -1.0 | -1.2
C[C@@H]1CN([C@@H](C)CO)C(=O)c2cccc(NC(=O)Nc3ccc4c(c3)OCO4)c2O[C@H]1CN(C)S(C)(=O)=O | 6.6 | -1.2 | . | -10.4 | -0.2 | 2.6 | 0.7
COCC(=O)N1[C@H](CO)[C@H](c2ccccc2-c2cccc(C)c2)[C@@H]1C#N | 1.9 | -2.1 | . | 0.9 | 0.0 | . | -2.2
COc1ccc(C(=O)CCc2ccccc2O)c(OC)c1 | -1.7 | 0.1 | -7.7 | -3.4 | 0.0 | -7.6 | -1.5
COc1ccccc1C(=O)N1C[C@@H]2[C@H](c3ccccc31)[C@@H](CO)N2C(=O)C1CCOCC1 | 0.3 | -1.1 | -1.6 | -10.7 | -0.1 | -13.0 | 19.6
O=c1[nH]c(=S)[nH]cc1Oc1ccc(Br)cc1Br | 1.6 | -7.1 | 3.7 | 1.5 | 0.4 | -3.4 | -9.7
Cc1cc(CN2CCN(CC(=O)Nc3cc(Cl)ccc3-n3cncn3)CC2)no1 | 14.6 | 1.9 | -1.4 | 5.7 | -0.1 | 0.0 | -1.8
CC(C)CC#Cc1cnc2c(c1)C(=O)N([C@H](C)CO)C[C@@H](C)[C@H](CN(C)S(=O)(=O)c1ccccc1)O2 | 0.0 | 6.8 | -35.4 | 9.7 | -0.1 | -1.5 | 10.8
Cc1ccc2nc(-c3ccc(NC(=O)CSc4nccc(=O)[nH]4)cc3)sc2c1 | -2.3 | . | . | -3.9 | . | . | -4.7
Cc1c2cnn(CC(=O)NC3CCCC3)c(=O)c2c(C)n1Cc1ccccc1 | -1.6 | 1.7 | 44.3 | 8.7 | . | 6.8 | -1.1
CCOc1ccccc1N1CC(C(=O)N(CC)C2CCS(=O)(=O)C2)CC1=O (stereo not drawn) | -17.6 | 2.7 | -1.6 | -2.0 | -0.1 | . | 1.8
CCC(=O)N1[C@H](CNC(C)=O)[C@H](c2ccc(-c3ccc(F)cc3)cc2)[C@@H]1CO | 5.0 | -3.2 | -5.0 | -11.6 | 2.8 | -1.8 | 4.0
COc1cccc(-c2c(NC(C)=O)n(C)c3ccccc3c2=O)c1 | 1.0 | -0.3 | 4.1 | -3.7 | -0.1 | -4.9 | -0.7
CC(C)c1ccc(NC(=O)Nc2nc(C(N)c3ccccc3)cs2)cc1 (stereo not drawn) | 3.7 | . | -3.6 | -4.0 | -0.3 | 3.0 | -4.9
NNc1nc2c(-c3ccc(Cl)cc3)nnn2c2ccccc12 | -18.6 | 1.2 | . | -0.9 | 12.8 | -0.2 | 0.7
O=C1NC(c2ccc3ccccc3c2)Nc2ccccc21 (stereo not drawn) | 1.6 | . | 6.7 | -6.5 | 0.3 | -1.1 | 2.5
C/C=C/c1ccc([C@@H]2[C@@H](CO)N(C(C)=O)[C@H]2CN(C)C(=O)c2ccccn2)cc1 | -1.8 | 1.0 | -6.7 | -4.2 | 0.2 | -1.1 | 9.0
CN1CCN(S(=O)(=O)CC2(C)C3CCC2(C)C(=O)C3Br)CC1 (stereo not drawn) | -1.1 | -1.8 | -2.9 | 0.4 | -0.2 | 0.0 | 2.3
CCN(CC(=O)Nc1sc2c(c1C#N)CCCC2)Cc1nc2ccccc2c(=O)[nH]1 | 2.5 | -2.7 | 5.0 | -6.0 | . | -2.4 | -2.6
CN1OC[C@@H]2CN(C(=S)NCCc3ccccc3)[C@H](c3ccc(-n4ccnc4)cc3)C[C@@H]21 | -5.8 | 0.0 | -19.8 | -0.5 | 1.3 | -4.0 | 1.5
Cc1[nH]c2ccccc2c1C(=O)C(C)Sc1nnc(C2CC2)o1 (stereo not drawn) | -20.8 | 0.1 | -7.4 | 9.1 | . | 2.2 | 4.0
COc1ccc(CN2CCN(C(=O)CN3C(=O)C4C5C=CC(C5)C4C3=O)CC2)c(OC)c1OC (stereo not drawn) | 3.5 | 2.9 | 13.8 | . | . | 0.3 | -2.5
CN1C(=O)/C(=C\c2cccc(OCc3ccccc3)c2)SC1=S | 2.6 | -2.1 | 9.8 | -6.6 | . | -0.1 | -0.2
C[C@H]1CN([C@@H](C)CO)S(=O)(=O)c2ccc(C#CC3(O)CCCC3)cc2O[C@@H]1CN(C)C(=O)Cc1cccnc1 | 7.6&2.5&3.1 | 3.4&-1.0&-1.9 | -6.7&-22.0&-16.4 | -8.5&8.7&14.0 | -0.1&0.2 | -1.2&-0.3&2.9 | -8.1&4.1&2.5
O=C(c1cccnc1)N1CCCCN2[C@H](CO)[C@@H](c3ccc(C#Cc4ccccc4)cc3)[C@H]2C1 | -0.9 | -1.7 | . | -4.8 | . | -0.3 | -6.4
CC(O)CNc1nc2ccccc2n1CC(=O)N1CCN(Cc2ccccc2)CC1 (stereo not drawn) | 1.3 | -1.9 | . | -5.3 | 2.5 | . | 8.2
COc1cccc(NC(C)C(=O)Nc2cc([N+](=O)[O-])ccc2Cl)c1 (stereo not drawn) | 4.1 | 3.0 | 1.9 | -4.9 | 6.0 | -2.2 | -5.1
Cc1ccc2nc(NC(=O)c3ccccn3)sc2c1 | 0.5 | 1.1 | -27.2 | -3.0 | -0.1 | 5.2 | 4.4
OC(CNCc1ccccc1Cl)C(F)(F)F (stereo not drawn) | -0.2 | -3.0 | . | -2.8 | -2.8 | . | 2.8

Structural class: the compounds so far containing a nitro group on carbon.
compound | ERp5 block | SIRT5 block | C2C12 statin | DENV2 CPE rescue | E-selectin induc | PglD DTNB | S100A4 MyoIIA
CC1CCC(=NNc2ccc(C(F)(F)F)cc2[N+](=O)[O-])CC1 (stereo not drawn) | -1.7 | -3.2 | 5.3 | 2.5 | . | -3.4 | 3.0
COc1cccc(NC(C)C(=O)Nc2cc([N+](=O)[O-])ccc2Cl)c1 (stereo not drawn) | 4.1 | 3.0 | 1.9 | -4.9 | 6.0 | -2.2 | -5.1

High-throughput results deposited in PubChem by Broad Institute.
